# IMPase cell inh: qHTS Assay for Identifying the Cell-Membrane Permeable IMPase Inhibitors; Inositol monophosphatase 1 (Rattus norvegicus), P97697; CHO-M1 cells, IP1 accumulation, HTRF TR-FRET ratio; inhibition (IP1 accumulation), % at 46.1 µM; 120,000 tested, under 10 active; AID 901, 2007; active means well fitted curve in the direction sought with a large enough effect in the signal ratio, not every such curve was filed as active; inconclusive means small, poorly fitted or top-dose-only effect, or a change in a side signal; inactive means no such curve, though single readings can be large or run the other way; the % refers to the signal ratio;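 further: cells stimulated with carbachol in lithium chloride buffer; plate controls were DMSO basal wells for no effect and reference inhibitor wells for full effect; higher means more IMPase inhibition seen as more IP1 and lower FRET ratio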
# Target sequence (P97697 whole entry, looked up): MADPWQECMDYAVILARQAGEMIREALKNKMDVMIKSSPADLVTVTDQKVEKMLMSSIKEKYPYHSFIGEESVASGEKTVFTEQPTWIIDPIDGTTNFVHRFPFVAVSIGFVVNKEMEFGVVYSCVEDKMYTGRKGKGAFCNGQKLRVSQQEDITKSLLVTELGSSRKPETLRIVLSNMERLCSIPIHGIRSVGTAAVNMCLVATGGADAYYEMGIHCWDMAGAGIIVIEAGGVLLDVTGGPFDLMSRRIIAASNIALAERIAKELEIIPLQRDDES
#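 Carbachol-driven Gq signalling in CHO-M1 cells (2000/well) generates IP1. Compounds that block IMPase raise IP1 and so reduce the FRET signal from Eu-anti-IP1 and d2-IP1 after a 10 min room-temperature lysis.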
# PNC inhibitor: High Content Assay for Compounds that inhibit the Assembly of the Perinucleolar Compartment. 3.1% of 140,000 active. AID 2417, 2010. activity change (PNC), negative = inhibition, % at 10 µM. PC3M PTB-GFP, PNC prevalence imaging, 16 h; active compounds read low;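 active means readout at or below -70, meaning at least 70% loss of cells showing the perinucleolar compartment, a nuclear body marking cancer cells; inconclusive means readout between -30 and a set limit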;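 further: plate controls were DMSO wells for no effect and camptothecin positive control wells for full effect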
#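 PC3M cells stably expressing PTB-GFP, 750–1000 cells/well, treated 16 h at 37 °C with compound (23 nl of library stock), in duplicate. After paraformaldehyde fixation and Hoechst stain, imaged at 20x; PNC prevalence scored by image analysis.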
# 12-hLO inh: qHTS Assay for Inhibitors of 12-hLO (12-human lipoxygenase) | AID 1452, 2008 | 0.12% of 150,000 active | Potency, µM (series often up to 57.1 µM), for the others: top-dose activity change, negative = inhibition, actives largely listed as inhibitors | purified 12-hLO, xylenol orange hydroperoxide absorbance | Polyunsaturated fatty acid lipoxygenase ALOX12 (Homo sapiens), P18054; further: potency means the concentration at half of the fitted maximal effect; nearly all actives have a fitted effect of over 55% in size; many of its hits are not listed in these tables
#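 Purified human 12hLO (150 nM final) was preincubated with compounds for 15 min at room temperature in 25 mM Hepes pH 7.0, 0.01% Triton X-100, then reacted with 40 uM arachidonic acid for 30 min. Hydroperoxide was detected with ferrous iron/xylenol orange.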
# 15-hLO-2 inh: qHTS Assay for Inhibitors of 15-hLO-2 (15-human lipoxygenase 2). Polyunsaturated fatty acid lipoxygenase ALOX15B (Homo sapiens), O15296. AID 881, 2007. purified 15hLO-2, xylenol orange hydroperoxide absorbance. 0.56% of 110,000 active. Potency, µM (highest dose often 57.1 µM), for the others: top-dose activity change, negative = inhibition, usual class: inhibitors; further: potency means the concentration at half of the fitted maximal effect; nearly all actives have a fitted effect of over 60% in size; many of its hits are not listed in these tables
# Target sequence (O15296 whole entry, looked up): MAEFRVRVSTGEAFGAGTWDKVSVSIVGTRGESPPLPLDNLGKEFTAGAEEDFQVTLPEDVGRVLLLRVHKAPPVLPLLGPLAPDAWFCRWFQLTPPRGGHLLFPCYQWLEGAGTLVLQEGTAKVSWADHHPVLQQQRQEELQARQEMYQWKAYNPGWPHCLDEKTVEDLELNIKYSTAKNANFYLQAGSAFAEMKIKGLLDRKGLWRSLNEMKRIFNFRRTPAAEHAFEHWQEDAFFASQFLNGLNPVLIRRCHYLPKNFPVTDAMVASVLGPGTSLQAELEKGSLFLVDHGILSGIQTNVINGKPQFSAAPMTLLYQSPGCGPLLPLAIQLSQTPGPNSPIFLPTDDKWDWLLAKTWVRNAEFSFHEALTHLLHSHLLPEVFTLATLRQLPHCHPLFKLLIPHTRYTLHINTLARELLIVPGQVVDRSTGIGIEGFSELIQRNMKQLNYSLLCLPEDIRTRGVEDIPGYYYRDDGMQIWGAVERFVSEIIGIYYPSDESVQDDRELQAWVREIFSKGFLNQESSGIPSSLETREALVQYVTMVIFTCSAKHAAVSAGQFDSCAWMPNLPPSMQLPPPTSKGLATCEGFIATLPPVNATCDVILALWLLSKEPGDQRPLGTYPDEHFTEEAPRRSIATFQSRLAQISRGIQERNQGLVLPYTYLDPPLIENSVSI
#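 Screening format was qHTS against 50 nM purified 15hLO-2 in Hepes pH 7.5 with detergent. Activity follows hydroperoxide formation from 45 uM arachidonic acid, measured as 573:405 nm absorbance ratio of the ferric-xylenol orange complex.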
# * = called active by the depositor; ? = inconclusive; / = not tested or not shown; & = joins results of further samples; [ ] = another dose, or the depositor's remark. Unless noted, the call rests on the fitted dose curve; in most records, active means well fitted curve in the direction sought with a large enough effect; inconclusive means small, poorly fitted or top-dose-only effect, or another doubt; inactive means no such curve, though single readings can be large; an effect the other way counts as inactive or inconclusive. Unless noted, on the % scale 0 is the no-effect control and ±100 the full control effect. These rows are one share of the data; count on the stated rates, not on these rows.
IMPase cell inh	PNC inhibitor	12-hLO inh	15-hLO-2 inh	SMILES
-6	?	-5%	-10%	Cc1ccccc1CSCC(=O)c1c(N)n(C)c(=O)n(C)c1=O
-1	-18	?	-13%	CCOC(=O)c1ccc(N2CSC3=C(C#N)C(c4ccc(OC)cc4OC)CC(=O)N3C2)cc1 (stereo not given)
5	13	-9%	2%	CCOC(=O)C1=C(N)OC2=C(C(=O)CC(C)(C)C2)C1c1ccoc1 (stereo not given)
6	29	11%	4%	Cc1ccnc2c(N3C(=O)C4C5C=CC(C5)C4C3=O)cccc12 (stereo not given)
-3	21	-2%	5%	CCC(=O)N1CCN(c2ccc(Cl)cc2NC(=O)Cc2ccccc2)CC1
-10	?	-2%	-7%	O=S(=O)(c1cc(Cl)ccc1Br)N1CCCCC1
9	-1	-1%	-8%	O=C(NC1CCCC1)C(c1c[nH]c2ccccc12)N(C(=O)Cn1nnc(-c2ccc(Cl)cc2)n1)c1ccccc1 (stereo not given)
-10	-13	-1%	5%	C=C(C)C(=O)Nc1cccc(C(C)=O)c1
-2	-2	-2%	1%	CCOC1(OCC)N=C(N)C2(C#N)C(c3cccc(OC)c3OC)C12C#N (stereo not given)
3	31	-4%	4%	Cc1cccc(-n2ncc3c(NC(C)C)ncnc32)c1
-14	-3	-3%	1%	CCN(CC)S(=O)(=O)c1cccc(C(=O)NCC(=O)OCC(=O)NCc2ccccc2)c1
7	-28	1%	4%	CCCNC(=S)NC1CC2CCCC(C1)N2CC(C)C (stereo not given)
6	-1	-15%	?	NC(=O)c1c(N)sc2c1CCCCC2
-1	?	-1%	/	Cc1ccc(SCCc2ccc(C)nc2)cc1
1	?	1%	-6%	CCOc1ccc(NC(=O)CCNc2c(N3CCCC3)c(=O)c2=O)cc1
4	-27	8%	-8%	COc1ccccc1NC(=O)C1=C(C)Nc2ncnn2C1c1ccc(C)o1 (stereo not given)
12	26	-3%	-5%	CN(C)c1cc[n+](CC(=O)Nc2ccc([N+](=O)[O-])cc2Cl)cc1
1	17	1%	-5%	CCOc1ccc2[nH]c(=O)c(CN(Cc3ccccc3)C(=O)N3CCCC3)cc2c1
-2	19	-4%	-3%	C=CCC1(O)C(=O)N2C(=C1C(=O)N1CCOCC1)c1ccccc1CC2(C)C (stereo not given)
3	-16	-1%	-7%	O=C(O)c1ccc2c(c1)nnn2C1CCCCC1

# (listing goes on)
IMPase cell inh	PNC inhibitor	12-hLO inh	15-hLO-2 inh	SMILES
8	7	-2%	5%	O=C(CCC1CCCC1)N1CCN(C(=O)c2ccco2)CC1
2	-3	-7%	3%	CCN(CC(=O)Nc1ccc2c(c1)OCCO2)CC(=O)Nc1cc(C)on1
/	-105*	-1%	/	CCOC(=O)N/N=C/c1cn(Cc2ccc(Cl)cc2)c2ccccc12
/	26	-1%	/	Cc1cc(C)cc(NC(=S)NCCCN2CCOCC2)c1
-5	28	-2%	-6%	COc1ccc2cc(-c3csc(-c4cccnc4)n3)ccc2c1
5	39	-3%	3%	Cc1c(C)n(C(=O)CSc2nncn2C)c2ccccc12
12	7	-3%	-10%	O=C(NCCOc1ccccc1)c1ccc2c(c1)OCO2
-13	?	-3%	-5%	COc1ccc(-c2nnco2)cc1OC
4	10	0%	/	Cc1[nH]c2ccccc2c1/C=N/NC(=O)c1cc(-c2cccs2)[nH]n1
-2	?	-7%	-6%	CC(=O)N=c1sc2c3ccccc3ccc2n1C
/	-29	2%	/	O=C(COC(=O)c1cc(Cl)cc(Cl)c1)NCCN1C(=O)CSC1=O
/	-11	-4%	/	Clc1ccc(OCCCCCN2CCCC2)c(Br)c1
/	-2	4%	/	O=C(N/N=C\c1ccc(OC(=O)c2cccs2)cc1)c1ccc(Cl)cc1
7	?	2%	/	CCOc1ccccc1N1CCN(C(=O)CCCN2C(=O)c3cccc4cccc(c34)C2=O)CC1
17	?	-3%	9%	CN1CCN(CC(=O)N2CCn3c4c(c5cc(C6CCCCC6)ccc53)CCCC42)CC1 (stereo not given)
-5	?	1%	/	COc1cc(/C=C2/SC(=S)N(CC(=O)Nc3cccnc3)C2=O)cc(OC)c1OC
/	-7	-4%	/	O=C(Cc1csc(-c2ccccc2)n1)Nc1ccc(C(F)(F)F)cc1
-5	15	-2%	-4%	COc1ccc(CCCC(=O)NC2CCCCC2)cc1
-1	46	-2%	-2%	FC(F)(F)c1cccc(Oc2cc(C(F)(F)F)nc(-c3ccccn3)n2)c1
?	-21	0%	/	COC(=O)c1ccc(C(=O)OC)c(-n2c(=O)c3ccccc3c3ccccc3c2=O)c1

# (continued)
IMPase cell inh	PNC inhibitor	12-hLO inh	15-hLO-2 inh	SMILES
-10	?	-3%	/	CCCC(=O)n1nc(-c2ccccc2)nc1N
2	13	-16%	-3%	COc1ccc(-n2c(COc3ccc4ccccc4c3)nnc2SCC(=O)NCc2ccco2)cc1
5	0	12%	-5%	O=C(O)c1ccc2oc(SCC(=O)N3CCCCC3)nc2c1
10	13	2%	-12%	CCOc1ccccc1NC(=O)C1CCN(c2ccc(S(=O)(=O)N3CCCC3)cc2)CC1
2	14	3%	/	CSCCC(NC(=O)c1ccc([N+](=O)[O-])cc1Cl)C(=O)OCC(=O)N(C)C (stereo not given)
-2	33	-4%	2%	CN(C(=O)c1ccncc1)C1CCS(=O)(=O)C1 (stereo not given)
6	?	-8%	-6%	Cc1ccc(N(CC(O)Cn2c3ccccc3c3ccccc32)S(C)(=O)=O)cc1 (stereo not given)
0	?	-4%	-1%	CN(C)S(=O)(=O)c1ccc(-c2csnn2)s1
-1&7	126&-2	6%&5%	14%&0%	O=C(OCCN1CCOCC1)c1cccnc1
/	16	-1%	/	O=C(O)c1cccc(N2C(=O)c3cccc(Oc4ccc(Cl)cc4)c3C2=O)c1
2	-10	-7%	?	CCOc1ccc(N2C(=O)C3C4C=CC(CC4)C3C2=O)c([N+](=O)[O-])c1 (stereo not given)
-4	-3	-2%	55%[activator]	CCN1CCCC1CN(Cc1cc2ccc(C)c(C)c2[nH]c1=O)C(=O)Nc1ccccc1OC (stereo not given)
-3	31	0%	/	CCSc1nnc(Cc2cc(=O)[nH]c(=O)[nH]2)n1-c1ccc(F)cc1
?	-13	5%	-4%	O=c1oc(-c2ccccc2)nc2ccsc12
-1	?	4%	-8%	Nc1cc(N)nc(SCC(=O)Nc2ccc3c(c2)OCCCO3)n1
1	/	-4%	10%	CC(=O)ON(C(C)=O)S(=O)(=O)c1ccc(Cl)cc1
1	-21	4%	5%[2.29 µM]	O=C(O)C1CC(=O)N(Cc2ccccc2)C1 (stereo not given)
9	13	-1%	-5%	O=C(Nc1nncs1)C1COc2ccccc2O1 (stereo not given)
/	?	-2%	/	Cc1nc2ccccc2c(=O)n1NC(=O)/C=C/c1ccccc1Cl
-12	-13	-2%	-5%	Nc1nnc(CC(=O)NCc2ccccc2)s1

# 6 entries out of the list above, arranged by the value under IMPase cell inh, lowest first:
canonical_smiles,IMPase cell inh,PNC inhibitor,12-hLO inh,15-hLO-2 inh
CCCC(=O)n1nc(-c2ccccc2)nc1N,-10,?,-3%,/
CCSc1nnc(Cc2cc(=O)[nH]c(=O)[nH]2)n1-c1ccc(F)cc1,-3,31,0%,/
CN(C(=O)c1ccncc1)C1CCS(=O)(=O)C1 (stereo not given),-2,33,-4%,2%
Nc1cc(N)nc(SCC(=O)Nc2ccc3c(c2)OCCCO3)n1,-1,?,4%,-8%
CN(C)S(=O)(=O)c1ccc(-c2csnn2)s1,0,?,-4%,-1%
CCOc1ccc(N2C(=O)C3C4C=CC(CC4)C3C2=O)c([N+](=O)[O-])c1 (stereo not given),2,-10,-7%,?

# Later entries:
IMPase cell inh	PNC inhibitor	12-hLO inh	15-hLO-2 inh	SMILES
4	53	0%	-6%	COc1ccccc1NC(=O)C(=O)N1N=C(C(C)C)CC1(O)C(F)(F)F (stereo not given)
/	?	-9%	/	CCOP(=O)(OCC)c1nc(-c2ccccc2)oc1NCc1ccccc1
/	6	-4%	/	CCc1cccc(NC(=O)CCCSc2nc3ccccc3[nH]2)c1
1	?	-1%	3%	O=C1c2oc3ccccc3c(=O)c2C(c2cccc(Br)c2)N1Cc1ccco1 (stereo not given)
1	58	6%	-17%	Cc1ccc(NC(=O)c2ccc(CSc3ncnc4nc[nH]c34)cc2)c(C)c1
13	40	2%	-8%	COCCn1c(SCC(=O)NCCc2ccccc2)nnc1-c1ccco1
22	19	-18%	-15%	N=c1c2c(-c3ccccc3)c(-c3ccccc3)n(Cc3ccco3)c2ncn1Cc1ccco1
1	-16	-2%	-7%	O=C(CN1CCOCC1)NC1C2CC3CC(C2)CC1C3 (stereo not given)
-7[1.84 µM]	-27	2%	-1%[11.4 µM]	CCn1nnnc1SCC(=O)NNC(=O)C1CCCCC1
12	-7	-1%	-20%	COc1ccc(C2=Nn3c(nnc3-c3ccco3)SC2)cc1OC
/	14	-4%	/	Cc1cccc(N2CCN(C(=O)NCc3ccc(Cl)cc3)CC2)c1
-1	?	-11%	2%	COc1ccc(N2CCN(CCNC(=O)C3CCN(S(=O)(=O)c4cccs4)CC3)CC2)cc1
10[0.0738 µM]	13	0%	/	c1ccc(CNc2ccc(CNc3ncn[nH]3)cc2)cc1
7[1.84 µM]	15	-13%	?	O=C(NC(=S)N1CCN(c2c(Cl)cccc2[N+](=O)[O-])CC1)c1cccs1
-2	25	-1%	-7%	COc1ccc(C(O)c2nccn2C)cc1 (stereo not given)
10	-8	-21%	-21%	CCOC(=O)c1cc2cc(-c3c(C(=O)OCC)oc4cc(O)cc(O)c4c3=O)ccc2o1
0	68	5%	1%	O=C(CNC(=O)c1ccco1)OCc1c(F)cccc1Cl
/	-21	-3%	/	O=C(NCCN1CCOCC1)C(=O)NCC1CCCO1 (stereo not given)
/	/	2%[11.4 µM]	4%[11.4 µM]	O=C(O)CC1(C(=O)O)CCCCC1
/	1	3%	/	Cc1ccccc1COC[C@H](CC(C)C)N1CCN(C(=O)c2cccc(C(F)(F)F)c2)CCC1=O

# Later entries.
IMPase cell inh	PNC inhibitor	12-hLO inh	15-hLO-2 inh	SMILES
-14	-23	-6%	-2%	CC1(C)CCCC2=C1CC1C(=O)N(c3ccccc3)C(=O)C1C2 (stereo not given)
/	16	-6%	/	COc1ccc(NC(=O)c2nc3ccccc3s2)cc1
15	10	0%	/	COc1ccc(C(=O)NN2C(=O)C3C(c4ccccc4)C=CC(c4ccccc4)C3C2=O)cc1 (stereo not given)
-1	55	7%	-1%	CCC(C)NC(=O)c1cnn2c(C)c3c(nc12)CCCC3 (stereo not given)
-13	-11	-3%	-13%	Cc1ccc2nc(NC(=O)c3cccs3)sc2c1
?	?	-5%	/	N#C/C(=C/c1ccc(N2CCOCC2)o1)c1nc2ccccc2[nH]1
-1	-12	-2%	-13%	CCOC(=O)c1cc(-c2cc3ccccc3o2)n[nH]1
6	13	-7%	1%	CCCCNC(=O)c1onc(CSc2ccc(F)c(F)c2)c1C(=O)O
-2	7	5%	3%	CCCc1cc(C(=O)NCc2cccnc2)no1
0	-3	8%	11%	CC1CN(C(=S)NC(=O)c2cccc([N+](=O)[O-])c2)CC(C)O1 (stereo not given)
-2	-18	1%	2%	c1ccc(-c2nnc(-c3ccncc3)o2)cc1
3	-7	-2%	2%	CCCCc1nc2ccccc2c(C(=O)O)c1C
2	-3	-3%	-2%	CC(C)(C)NC(=O)c1ccc2c(c1)N(CC(=O)N1CCN(c3ccc(F)cc3)CC1)C(=O)C(C)(C)O2
0	8	-4%	-9%	CCc1cccc2c3c([nH]c12)C(CC)(CC(=O)O)OCC3 (stereo not given)
-6	?	0%	-8%	CC(=O)O[C@H]1CSC[C@H]1NC(=O)c1ccccc1

# Source: PubChem (National Center for Advancing Translational Sciences (NCATS))
